ST2 IL33 inh: inhibitors of human ST2 (IL1RL1) binding to IL-33; Q01638; AlphaLISA ST2-Fc/biotin-IL-33 interaction, 1 h; inhibition, % for hits at 17 µM; hit rate 2.3% among 78,000; in the data active means inhibition above about 30%; inconclusive means mostly about 10% to 28%
Target sequence (Q01638 whole entry, looked up): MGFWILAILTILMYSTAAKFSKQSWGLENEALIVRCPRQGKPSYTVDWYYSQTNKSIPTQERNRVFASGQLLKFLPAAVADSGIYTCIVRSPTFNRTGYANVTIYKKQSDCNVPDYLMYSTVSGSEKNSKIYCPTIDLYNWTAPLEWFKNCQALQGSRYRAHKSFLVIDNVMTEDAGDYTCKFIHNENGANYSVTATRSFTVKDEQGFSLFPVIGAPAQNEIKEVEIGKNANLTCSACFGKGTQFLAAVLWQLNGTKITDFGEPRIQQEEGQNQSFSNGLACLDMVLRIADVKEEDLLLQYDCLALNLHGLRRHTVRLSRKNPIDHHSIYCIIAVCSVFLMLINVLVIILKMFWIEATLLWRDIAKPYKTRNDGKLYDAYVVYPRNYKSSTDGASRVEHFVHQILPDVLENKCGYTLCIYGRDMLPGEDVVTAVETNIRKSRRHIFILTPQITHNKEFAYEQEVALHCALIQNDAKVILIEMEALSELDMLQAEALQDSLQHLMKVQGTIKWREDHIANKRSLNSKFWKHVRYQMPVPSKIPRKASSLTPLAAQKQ
An asterisk follows results filed as active; i = inactive; ? = inconclusive.

smiles,ST2 IL33 inh
c1ccc(C2CCN(CCn3cnnc3)CC2)cc1,i
CCOC(=O)c1[nH]c2ccc(F)cc2c1NC(=O)CN1CCCCC1,i
CCN(CCn1cccn1)Cc1cn(-c2ccccc2)nc1-c1ccc2c(c1)OCO2,?
CN(C)CCN(C)C1CCN(Cc2ccccc2)CC1,i
CC(=O)N1CCC(N2C[C@H](O)C[C@H]2c2nc(-c3ccc4c(c3)OCO4)no2)CC1,42.0%*
O=C(Nc1ccccc1O)c1cc2ccccc2oc1=O,34.0%*
Cc1ccc(Cl)cc1NC(=O)CN1CCN(Cc2ccc(F)cc2Cl)S1(=O)=O,i
OCc1ccc(CN2C[C@H](O)C[C@H]2c2nc(-c3cccnc3)no2)o1,i

Some of the entries so far, with each value named.
> CC(=O)N1CCC(N2C[C@H](O)C[C@H]2c2nc(-c3ccc4c(c3)OCO4)no2)CC1
  ST2 IL33 inh = 42.0%*

> O=C(Nc1ccccc1O)c1cc2ccccc2oc1=O
  ST2 IL33 inh = 34.0%*

> Cc1ccc(Cl)cc1NC(=O)CN1CCN(Cc2ccc(F)cc2Cl)S1(=O)=O
  ST2 IL33 inh = i

More records
smiles,ST2 IL33 inh
C[C@@H](NC(=O)/C(C#N)=C/c1ccc(O)c(O)c1)c1ccccc1,58.0%*
Cc1[nH]n(-c2cccc(Cl)c2)c(=O)c1C=C1C=c2ccccc2=NC1=O,i
COc1ccccc1-c1cccc(C(=O)NCCn2ccnn2)c1,i
CCOc1cccc2cc(C(=O)Nc3ccc(Cl)cc3Cl)c(=N)oc12,i
O=C(CCCn1cnc([N+](=O)[O-])n1)Nc1cccc(Cl)c1Cl,?
COc1ccc(C2CC(C(F)(F)F)n3nc(C(=O)N4CCCCC4C)c(Cl)c3N2)cc1 (stereo unspecified),i
Cc1ccc(NC(=O)c2sc3nc4c(cc3c2N)CCCCC4)cc1,?
CCOc1ccccc1NS(=O)(=O)NCc1ccccc1,?

Continued:
smiles,ST2 IL33 inh
CSCCC(NC(=O)c1ccccc1)C(=O)Nc1ccc(C)cc1 (stereo unspecified),i
Clc1cc(Cl)cc(Nc2ncnc3sc4c(c23)CCCC4)c1,i
Cc1ccc(CN2CCC(CN(C)Cc3cn[nH]c3-c3cccc(F)c3)CC2)o1,?
N#Cc1cccc(-c2ccnc(N[C@H]3CO[C@H]4[C@@H]3OC[C@@H]4NC(=O)N3CCOCC3)n2)c1,i
Cn1c(SCc2ccccc2)nc2c1c(=O)[nH]c(=O)n2C,?
O=C(c1cccnc1)N1CCC2(CCCN(CCc3ccccc3)C2)C1 (stereo unspecified),i
O=C(CSc1nnc(Cc2cc(=O)[nH]c(=O)[nH]2)n1-c1ccccc1)Nc1cccc(F)c1,?
Cn1c(C(=O)N2CCCC2)cc2c(=O)n3ccccc3nc21,i

Additional structures.
smiles,ST2 IL33 inh
Cc1cc(OCCCn2cnc3ccccc3c2=O)ccc1C(C)C,i
COc1ccccc1C1C(C(=O)Nc2ccc(C)cn2)=C(C)NC2=C1C(=O)CC(C)(C)C2 (stereo unspecified),i
Cc1c(CN2CC3(CCNCC3)CC2C(=O)O)c(=O)n(-c2ccccc2)n1C (stereo unspecified),i
CN(Cc1ccnc2ccccc12)C(=O)CCN1CCCO1,?
COc1ccc(N2CCN(C(=O)Cc3c(C(=O)O)[nH]c4ccc(Cl)cc34)CC2)cc1,i
Cc1cc(C)cc(OCC(=O)Nc2ccc(Br)cn2)c1,i
Cc1ccc(-c2nc3cnccn3c2Nc2ccc3c(c2)OCCO3)cc1,?
COc1ccc(NC(=O)C(Cc2ccccc2)NS(=O)(=O)c2cccs2)c(OC)c1 (stereo unspecified),i

Following part:
smiles,ST2 IL33 inh
Cn1nc(C2CCN(C(=O)C3CNC(=O)C3)CC2)n(-c2ccccc2)c1=O (stereo unspecified),?
Cc1nc(C(C)C)sc1C(=O)N1CCN(Cc2ccccc2CO)CC1,i
N#Cc1ccc(N2C(=O)C3CCCCC3C2=O)cc1 (stereo unspecified),i
COc1ccccc1CN(C(=O)C(C)Sc1ccccn1)C1CC1 (stereo unspecified),i
CC(C)c1noc(CSc2nnc(CC3CCNCC3)n2C)n1,i
CS(=O)(=O)n1cnc2ccccc21,i
COc1ccc(-c2noc([C@@H]3C[C@H](NCc4ccc(N(C)C)cc4)CN3C)n2)cc1,?
O=C(C1C=CCN1)N1CCC(c2cc(-c3ccccc3Cl)n[nH]2)CC1 (stereo unspecified),?

Following part.
smiles,ST2 IL33 inh
CC(=O)Nc1ccc(S(=O)(=O)Nc2ccc(C)cc2Br)cc1,i
O=C(C1CC1)N1N=C(c2ccc(Br)cc2)CC1(O)C(F)(F)F (stereo unspecified),i
CC(C)OCCCNS(=O)(=O)c1cc(Br)cc2c1N(C(=O)C1CC1)CC2,i
CCS(=O)(=O)CC(C(C)(C)C)S(=O)(=O)CC (stereo unspecified),i
O=C(c1ccc([N+](=O)[O-])cc1)N1CCSC1c1ccc(Br)cc1 (stereo unspecified),i
CCCn1c(C(C)NC(=O)CC)nc2ccccc21 (stereo unspecified),i
CC(C)n1c(=N)c(C(=O)NCc2ccccc2)cc2c(=O)n3ccccc3nc21,?
O=C(CN1C(=O)/C(=C/c2ccccc2F)Sc2ccccc21)NCc1cccnc1,?

3 entries from above, with each value named.
CC(C)OCCCNS(=O)(=O)c1cc(Br)cc2c1N(C(=O)C1CC1)CC2
  ST2 IL33 inh: i
CCS(=O)(=O)CC(C(C)(C)C)S(=O)(=O)CC (stereo unspecified)
  ST2 IL33 inh: i
O=C(c1ccc([N+](=O)[O-])cc1)N1CCSC1c1ccc(Br)cc1 (stereo unspecified)
  ST2 IL33 inh: i

More structures follow.
smiles,ST2 IL33 inh
CCC(=O)N/C(=N/OCc1ccc(F)cc1)c1nonc1NC(=O)CC,i
O=C(c1ccc(CS(=O)(=O)c2ccc(Br)cc2)o1)N1CCOCC1,i
COc1ccccc1CCN1CCCC(CN(C)C(=O)NCc2ccccc2)C1 (stereo unspecified),i
Cc1ccc2nc(-c3cccc(N=Cc4cc([N+](=O)[O-])ccc4O)c3)oc2c1,?
Cc1nc2c(c(=O)[nH]1)CCN(C(=O)Cn1cc(C(F)(F)F)ccc1=O)C2,i
O=[N+]([O-])c1ccc(S(=O)(=O)n2nnc3ccccc32)cc1,i
COc1ccc(C2=NN(C(=O)CCC(=O)O)C(c3ccc(Cl)cc3)C2)cc1 (stereo unspecified),i
CN1[C@@H](CCC(=O)NCc2ccc(F)cc2)CNC(=O)[C@@H]2[C@H]1CCN2Cc1ccc(F)cc1,?

Remaining list, next part:
smiles,ST2 IL33 inh
O=C(C1=C(Nc2ccccc2)c2ccccc2S(=O)(=O)N1)c1ccccc1,i
CSc1nc(-c2ccco2)nc2c1c(=O)n(C)c(=O)n2C,i
Cc1nc2ccccc2c2oc(C(=O)N3CCN(c4ccccc4F)CC3)cc12,i
Cn1cc(SCC(=O)N2CCCC2)c2ccccc21,i
COc1ccc(-c2nn(-c3ccccc3)cc2CN2CCCC2c2nccs2)c(F)c1 (stereo unspecified),i
c1csc(C2=NN3COc4ccccc4C3C2)c1 (stereo unspecified),?
CCC1CCCCN1C(=O)CN1C(=O)c2ccccc2C1=O (stereo unspecified),i
CCC(NC(=O)c1ccccc1-n1cncn1)c1ccnn1C (stereo unspecified),i

Other entries
smiles,ST2 IL33 inh
COc1ccc(C2=NN(C(=O)c3ccc(Br)o3)C(c3ccc(OC)cc3)C2)cc1 (stereo unspecified),?
CNc1ccc(Cl)cc1C(=O)N1CCN2CCNC(=O)C2C1 (stereo unspecified),?
COc1ccc(/C=C(\C#N)c2nc3ccccc3[nH]2)cc1,?
Cc1nc(N2CCCCCCC2)ncc1C(C)NCc1cnc(C)n1C (stereo unspecified),i
CCCCNc1ncnc2c1[nH]c1ccc(C)cc12,i
NC(=O)c1nnn(Cc2ccccc2)c1N,i
CC(C)c1cc(C(=O)N(C)CCC(O)c2ccccc2)n(C)n1 (stereo unspecified),i
O=C(Nc1c(C(=O)Nc2ccc(F)cc2)oc2ccccc12)c1ccc(F)c(F)c1,i

Remaining list, next part:
smiles,ST2 IL33 inh
O=C(O)C1CCC(N2C(=O)c3c(Cl)c(Cl)c(Cl)c(Cl)c3C2=O)CC1 (stereo unspecified),?
C=CC(C)(C)c1cc2cc3c(cc2oc1=O)OC(C(C)(C)OC(C)=O)C3 (stereo unspecified),?
O=C(CCn1cnnn1)NC1CCCc2nc(-c3ccccc3)ncc21 (stereo unspecified),i
COC(=O)C[C@@H]1C(C(=O)O)=CO[C@@H](O[C@@H]2O[C@H](CO)[C@@H](O)[C@H](O)[C@H]2O)/C1=C\COC(=O)/C=C/c1ccccc1,?
CCOc1ccc(C(O)=Cc2nc3cc(S(=O)(=O)CC)ccc3oc2=O)cc1,?
Cc1c(C(=O)N2CCCC3(CN(C)C(=O)O3)C2)[nH]c2ccc(F)cc12 (stereo unspecified),i
COc1ccc(-c2noc(CCC(=O)NC3CCCCCC3)n2)cc1,i
O=C1N=C(N2CCOCC2)S/C1=C/C=C/c1ccccc1,?

Overlap with the part before: 2 compounds; new compounds follow.
SMILES | ST2 IL33 inh
COc1ccc(-c2noc(CCC(=O)NC3CCCCCC3)n2)cc1 | i
O=C1N=C(N2CCOCC2)S/C1=C/C=C/c1ccccc1 | ?
CCCc1nc(CNC(=O)C2CCCN(Cc3ccco3)C2)cs1 (stereo unspecified) | i
CC1CCc2oc3ccc(NS(=O)(=O)c4ccc(F)cc4)cc3c2C1 (stereo unspecified) | i
Cc1ccccc1-c1nc(CSCC(=O)NCc2ccc3c(c2)OCO3)c(C)o1 | i
O=C(NC1CCN(Cc2cccnc2)CC1)c1cccc2nccnc12 | i
COc1ccc(C(=O)COC(=O)c2ccc(N3C(=O)C4CC=CC(C)C4C3=O)cc2)cc1 (stereo unspecified) | i
O=C(O)CN1C(=O)c2ccc(C(=O)c3ccccc3)cc2C1=O | i
CNC(=O)CN1C(=O)/C(=C/c2ccccc2C)Sc2ccccc21 | i
CCN(CC)CC(=O)Nc1ccccc1C(=O)Nc1ccccc1 | i
CCOC(=O)c1cnc2c(ccc3ccccc32)c1NCCCN1CCOCC1 | i
COc1cc(C(=O)n2nc(C)cc2C)cc(OC)c1OC | i
CC(NC(=O)c1cccs1)C(c1cccs1)N1CCN(c2ccc(F)cc2)CC1 (stereo unspecified) | ?
COc1ccc(CCC2CCCN(S(=O)(=O)N(C)C)C2)cc1 (stereo unspecified) | i
CSc1ccc(CNC(=O)C2COc3ccccc3O2)cc1 (stereo unspecified) | i
O=C(NC1CCCC1)c1cnc2n(c1=O)CCS2 | ?
Brc1ccc(Nc2nc(-c3ccccn3)cs2)cc1 | i
Fc1ccccc1-c1cnnc(N2CCN(C3CCc4ccccc4C3)CC2)n1 (stereo unspecified) | i
O=C(C1CC1)N1CCc2cc(S(=O)(=O)N3CCCCC3c3cccnc3)ccc21 (stereo unspecified) | ?
CCOC(=O)C1=C(C)Nc2nc(SCc3ccccc3)nn2C1c1ccc(OC)c(OC)c1 (stereo unspecified) | i
O=C(CCS(=O)(=O)c1cccc2nonc12)N1CCN(c2ccccc2F)CC1 | i
O=C1CCc2cc(S(=O)(=O)Nc3cccc4c3CCCC4)ccc2N1 | i

Next section:
SMILES | ST2 IL33 inh
COc1ccc(Cn2cnc([N+](=O)[O-])c2)cc1Br | i
O=C(NCc1cccnc1Oc1ccc(F)c(F)c1)[C@@H]1Cc2ccccc2N1 | i
COC(=O)[C@@H]1Cc2ncn(C(C)C)c2CN1S(=O)(=O)c1ccc([N+](=O)[O-])cc1 | i
C=CCn1c(SCC(=O)c2ccc3cc[nH]c3c2)nnc1-c1cccnc1 | i
O=C(Oc1ccc2c3c(c(=O)oc2c1)CCCC3)c1ccccc1 | i
Cc1cccc(N=C2NC(=O)c3cccc([N+](=O)[O-])c32)c1 | i
Cc1cccc2[nH]c(CN(C)CC3(O)CCCN(CC4CCC4)C3=O)nc12 (stereo unspecified) | i
COc1ccc(C2=N/C(=C\c3c(F)cccc3Cl)C(=O)O2)cc1OC | ?
COc1ccc(OCc2cc(C(=O)N(C)C(C)c3nccs3)n[nH]2)c(Cl)c1 (stereo unspecified) | i
Cc1ccc(N=C2NC(=O)C(CO)(CO)S2)cc1 | i
COc1ccc(F)c(CN(C)Cc2ncc[nH]2)c1Cl | ?
OC[C@H]1O[C@@H](Oc2cc(O)cc(/C=C\c3ccc(O)cc3)c2)[C@H](O)[C@@H](O)[C@@H]1O | i
Cc1cc(C)c(NC(=O)C(C)C)c(C)c1 | i
COCC(=O)N1CCC2(CC1)CN(CCCc1ccccc1)CCN2C | i
O=C1C2C(c3ccccc3)C=CC(c3ccccc3)C2C(=O)N1c1ccccc1O (stereo unspecified) | i
CC(C)(C)c1ccc(S(=O)(=O)N2CCSCC2)cc1 | ?
O=C(O)CCCNC(=O)c1ccc(Cl)cc1 | i
COc1ccc(OC)c(CC(=O)N(C)Cc2ccncc2C)c1 | i
CCCC[C@@]1(C2CCCC2)Cc2cc(OCC(=O)O)c(Cl)c(Cl)c2C1=O | ?
CC(=O)c1ccc(NC2c3ccccc3C(=O)N2Cc2ccccc2)cc1 (stereo unspecified) | i

Reformatted: 2 of the compounds above
COC(=O)[C@@H]1Cc2ncn(C(C)C)c2CN1S(=O)(=O)c1ccc([N+](=O)[O-])cc1
  ST2 IL33 inh: i
C=CCn1c(SCC(=O)c2ccc3cc[nH]c3c2)nnc1-c1cccnc1
  ST2 IL33 inh: i

Additional entries.
SMILES | ST2 IL33 inh
CC1(C)CC(=O)C2=C(C1)Nc1c(c(=O)[nH]c(=O)n1Cc1ccccc1)C2c1ccccc1 (stereo unspecified) | ?
Cc1ccc(OCC(=O)Nc2ccc(S(=O)(=O)N3CCCC3)cc2)c(Br)c1 | i
Cc1cccc2nc(-c3cccc([N+](=O)[O-])c3)oc(=O)c12 | ?
O=C(c1ccc(Cl)c(Cl)c1)N1CCCc2ccccc21 | ?
O=C(c1cc(C(F)(F)F)[nH]n1)N1CC[C@H](CO)[C@H](O)C1 | i
CCCc1[nH]nc2c1C(c1ccc(OC)c(OC)c1OC)C(C#N)=C(N)O2 (stereo unspecified) | ?
Cc1cccn2c(CC(=O)NCc3cc(-c4ccco4)on3)cnc12 | ?
Cc1nn(-c2ccccc2)c2c1C(c1cccc(O)c1)C(C#N)=C(N)O2 (stereo unspecified) | ?

From PubChem

This is a subset, so the mix of outcomes need not match the whole.
